EWS-Fli block = EWS/Fli-driven NR0B1 reporter inhibitors, primary screen, A673 cells, NR0B1 luciferase, luminescence, MLPCN library. viability-normalised. inhibition, % at 12.6 µM. 350,000 compounds, 0.67% hits;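 active = mean inhibition of at least 50% after viability correction, with every replicate also passing that limit; inconclusive = mean reaches 50% but only one of two replicates passes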;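 note: firefly luciferase signal divided by Alamar Blue viability fluorescence both relative to DMSO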
CFTR F508del cor = F508del CFTR correction, initial screen, CFBE line, single point; activity (quench increase), % at 7.58 µM; AID 720511, 2013; 350,000 compounds, 0.36% hits; CFBE cells, YFP halide quenching; stimulated with forskolin plus potentiator P3; % fluorescence drop versus neutral controls;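 active = mean added fluorescence quench of at least 8% versus neutral control, with both replicates also reaching 8%; inconclusive = only one of the mean or replicate conditions met; inactive = mean below 8% and not both replicates reaching 8%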;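 note: cells transiently co-express mutant CFTR-F508del with the halide-sensitive YFP; corrector assay measuring rescue of mutant channel to the surface after 24 h compound exposure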
FN deposition inh = inhibitors of fibronectin matrix deposition, primary screen, AH1F cells, Alexa488-fibronectin fluorescence, plate reader; AH1F fibroblasts, overnight; inhibition, % at 12.6 µM; 350,000 compounds, 0.086% hits;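 active = mean inhibition across replicates of 30% or more, regardless of how many single replicates reach that level; inconclusive = mean under 30% yet at least half of replicates reach 30%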;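 note: positive control wells lacked labelled fibronectin entirely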
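Test system: AH1F fibroblast monolayer depositing Alexa488-labelled fibronectin into matrix. Input: 10000 cells per well. Technique: fluorescence, ex 485 nm, em 525 nm. Buffer or medium: DMEM plus 2% serum, read in PBS. Timing: 1 h cell adhesion before compound, then overnight fibronectin incubation. Compound: single dose, pinned. Read-out basis: inhibition from reduced deposited-fibronectin fluorescence.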
PAX8 inh HTS = inhibitors of PAX8-driven TPO luciferase reporter, primary screen, RMG-I cells, single concentration. SteadyGlo, 24 h. inhibition, % at 12.6 µM. 360,000 compounds, 1.2% hits;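 active = mean replicate inhibition at least 60% with every replicate also reaching 60%; inconclusive = only one of the two criteria is met; inactive = mean below 60% and not all replicates reaching 60%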;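 note: luciferase light reporting Pax8 driven TPO promoter activity; plate controls were median of neutral control wells for no effect and mitoxantrone controls for full effect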
DENV2 CPE = inhibitors of DENV2 cytopathic effect, primary screen, cell-based, plate reader, single concentration. DENV2-infected cells, cytopathic effect rescue. CPE inhibition, % at 9.99 µM. 350,000 compounds, 1.7% hits. AID 651640, 2012; in the data active = CPE inhibition above about 20%, passing the limit was not always enough; inconclusive = no clear call, values can overlap the other calls; tested in BHK-21 cells;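 note: 0% = median of neutral control wells and 100% = median of positive control wells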
INS-1E GSIS act = GLuc luminescence reporter in INS-1E cells, primary screen for activators of glucose-dependent secretion of insulin; INS-1E GLuc reporter insulin secretion, 2-3 h; activation, % at 16.6 µM; 370,000 compounds, 0.61% hits;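 active = lowest replicate activation of at least 40%, so every replicate reaches that level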;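 note: 0% = median of neutral control wells and 100% = median of IBMX positive control wells; some compounds called inactive have numbers as strong as hits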
miR122 inh = miR-122 Renilla sensor signal increase in Huh7, primary screen, miR-122 inhibitor project, cell-based, single point, plate reader; 340,000 compounds, 0.3% hits; activation (reporter increase), % at 12.5 µM; Huh7 miR-122 Renilla luciferase sensor, 48 h; neutral wells = 0, positive control = 100;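 active = mean replicate activation score at least 90 and every replicate individually at or above 90; inconclusive = only one of the two criteria met; inactive = neither criterion met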;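 note: higher luciferase means less miR-122 activity so hits act as miR-122 inhibitors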
* = called active by the depositor; ? = inconclusive; nt = no result given; [ ] = another dose, or the depositor's remark.

1	O=C(O)c1cc(S(=O)(=O)N2CC3CC3C2C(=O)O)c(Cl)cc1Cl (centres undefined)
2	N#C[C@@H]1[C@@H](c2ccc(C#Cc3cccc(F)c3)cc2)[C@H](CO)N1C(=O)C1CCOCC1
3	O=C(COC(=O)CNC(=O)C1CCCCC1)Nc1ccc(Br)cc1Br
4	COC(=O)C[C@@H]1C=C[C@H](NC(=O)c2cnccn2)[C@@H](CO)O1
5	CC(Oc1ccc(F)cc1)C(O)CCN(C)C (centres undefined)
6	CCOC(=O)C1CCCN(c2c(NCCc3cccc(C)c3)c(=O)c2=O)C1 (centres undefined)

assay / entry,1,2,3,4,5,6
EWS-Fli block,-6,-36,-11,9,-1,2
CFTR F508del cor,-1.8,1.0,3.3,-0.7,-5.4,1.5
FN deposition inh,nt,-5,8,-1,19,-6
PAX8 inh HTS,-8,2,-14,-9,-1,-12
DENV2 CPE,-7,-1,-2,-8,6,1
INS-1E GSIS act,14,-8,7,16,4,3
miR122 inh,-6,nt,nt,nt,nt,2

7	O=C(CN1CCc2ccccc2C1)Nc1cc(S(=O)(=O)N2CCOCC2)ccc1N1CCOCC1
8	CCc1ccc(S(=O)(=O)N2CCN(C(=O)c3cccnc3)CC2)cc1
9	c1ccc2c(-c3nc4ccccc4[nH]3)cccc2c1
10	O=c1[nH]c(=S)[nH]c2sccc12
11	CCN1C(=O)[C@H]2[C@@H](c3ccc(-c4ccc(C(C)=O)cc4)cc3)N3CCC[C@@]3(C(=O)OC)[C@H]2C1=O
12	C[C@@H]1CCCCO[C@@H](CN(C)C(=O)Nc2ccc3c(c2)OCO3)[C@@H](C)CN([C@@H](C)CO)C(=O)c2cc(N(C)C)ccc2O1

assay / entry,7,8,9,10,11,12
EWS-Fli block,17,8,-2,-9,-6,-3
CFTR F508del cor,nt,3.6,-1.5,1.3,3.0,1.3
FN deposition inh,3,-3,6,-1,3,nt
PAX8 inh HTS,8,30,10,-11,-13,1
DENV2 CPE,8,-1,-1,nt,-3,2
INS-1E GSIS act,-4,-3,6,6,nt,-3
miR122 inh,nt,-2,nt,2,nt,1[16.7 µM]

13	C[C@@H]1CN([C@@H](C)CO)C(=O)Cc2cc(NC(=O)Nc3ccc(F)cc3)ccc2O[C@H]1CN(C)C(=O)Nc1ccc2c(c1)OCO2
14	COc1ccc(C(=O)NC2CC2)cc1OC1CCN(Cc2cnn(C)c2C)CC1
15	CCCC(=O)Nc1ccc2c(c1)OC[C@H](C)N(Cc1ccccc1F)C[C@H](C)[C@@H](OC)CN(C)C2=O
16	CCc1nnc(NC(=O)[C@@H](NC(=O)c2cccc(S(=O)(=O)N(CC)CC)c2)C(C)C)s1
17	CCOC(=O)N1CCC(NC(=O)CS(=O)Cc2nc(-c3ccc(C)cc3)oc2C)CC1 (centres undefined)
18	COc1ccc2c3c(n(C)c2c1)[C@@H](CO)N(C)CC31CCN(C(=O)c2ccc3c(c2)OCO3)CC1

assay / entry,13,14,15,16,17,18
EWS-Fli block,5,nt,0,nt,-1,6
CFTR F508del cor,2.4,2.2,-1.3,nt,1.7,2.1
FN deposition inh,4,nt,8,4,8,2
PAX8 inh HTS,3,-20,15,nt,-11,nt
DENV2 CPE,-9,-7,21*,nt,-4,1
INS-1E GSIS act,21,-8,-29,-21,0,3
miR122 inh,-4[16.7 µM],0,nt,-6,0,nt

19	CCN1C(=O)C(CC(=O)Nc2ccc(F)cc2)N(Cc2cccs2)C1=S (centres undefined)
20	N#Cc1ccc(NC(=O)N2CCC(c3nc4c(nnn4Cc4cccc(Cl)c4)c(=O)[nH]3)CC2)cc1
21	COc1ccccc1CNC(=O)[C@@H]1CCCN1S(=O)(=O)c1ccccc1F
22	CC(C)(C)c1cc(NC(=O)COC(=O)c2nccnc2N)n(-c2ccccc2)n1
23	CCN1CCc2c(OCC(=O)Nc3ccccc3)cccc2C1=O
24	C[C@@H]1CN(C(=O)c2nc3ccc(Cl)cn3c2CN(C)CCc2cnn(C)c2)C[C@H](C)O1

assay / entry,19,20,21,22,23,24
EWS-Fli block,12,nt,8,6,nt,1
CFTR F508del cor,2.1,nt,-0.8,2.8,3.4,0.8
FN deposition inh,-2,0,-1,-2,nt,-6
PAX8 inh HTS,8,nt,-1,10,21,5
DENV2 CPE,6,nt,-3,-2,5,3
INS-1E GSIS act,-25,25,10,3,21,9
miR122 inh,28,-2,nt,nt,-5,0

25	COC(=O)C[C@@H]1CC[C@@H]2[C@@H](COc3ccc(NS(=O)(=O)c4ccccc4Cl)cc3C(=O)N2C)O1
26	Cc1cc(C)cc(SCc2noc(C(=O)NCCCN3CCOCC3)c2C(=O)NCCCN2CCOCC2)c1
27	CC(C)NC(=O)Nc1ccc2c(c1)C(=O)N([C@@H](C)CO)C[C@@H](C)[C@@H](CN(C)C(=O)Nc1ccccc1)OCCCC[C@H](C)O2
28	Cc1ccc(/C=C/C(=O)NC(C)c2ccccc2)cc1 (centres undefined)
29	COc1cccc(/C=C/c2ccc3cccc(O)c3n2)c1OC
30	C[C@@H]1CCCCO[C@H](CN(C)S(=O)(=O)c2cccs2)[C@@H](C)CN([C@@H](C)CO)C(=O)c2cc(NC(=O)c3ccccc3)ccc2O1

assay / entry,25,26,27,28,29,30
EWS-Fli block,3,14,nt,1,-50,3
CFTR F508del cor,nt,0.7,0.6,nt,0.1,-0.5
FN deposition inh,-14,1,9,0,3,nt
PAX8 inh HTS,-15,12,-2,5,-15,-6
DENV2 CPE,1,0,3,-5,-3,23*
INS-1E GSIS act,-11,nt,-1,nt,6,-19
miR122 inh,nt,-9,4[16.7 µM],nt,25,59[16.7 µM]

31	Nc1c(C(=O)Nc2ccc3c(c2)OCCO3)nnn1CCc1ccccc1
32	Cc1ccc(Cc2c(-c3ccccc3)nc3ccc(Cl)cn23)cc1
33	CCOC(=O)/C(C#N)=C/c1c(N2CCN(C)CC2)nc2c(C)cccn2c1=O
34	COc1ccc(CCNC(=O)CSc2nc(=O)[nH]c3c2CCC3)cc1OC
35	CCC(CC)C(=O)NCCc1cc2c(C)ccc(C)c2[nH]c1=O
36	COc1cccc(-c2nnc(NC(=O)c3ccccc3Br)o2)c1

assay / entry,31,32,33,34,35,36
EWS-Fli block,-10,-15,5,-1,8,5
CFTR F508del cor,5.5,-2.1,-2.7,0.5,3.3,-0.5
FN deposition inh,-11,18,nt,-3,0,-3
PAX8 inh HTS,-69,-24,-52,-23,-4,-16
DENV2 CPE,-6,?,-5,13,-2,-1
INS-1E GSIS act,16,62,36,28,-2,-5
miR122 inh,nt,3,-19,nt,-1,-10

37	CS(=O)(=O)Nc1ccc2c(c1)[C@@H]1C[C@@H](CC(=O)NCc3ccncc3)O[C@@H](CO)[C@@H]1O2
38	O=C(C[C@@H]1CC[C@H]2[C@@H](COC[C@@H](O)CN2Cc2nccs2)O1)NCc1ccc(Oc2ccccc2)cc1
39	COc1ccccc1-c1cc(NC=O)c2ncc(-c3cccc(C(C)=O)c3)n2c1
40	O=C(O)c1ccc(CSc2nc3ccccc3[nH]2)cc1
41	CCCCNC(=O)Nc1nnc(SCC(=O)OCC)s1
42	C[C@@H]1CN([C@@H](C)CO)C(=O)Cc2cc(NC(=O)c3ccncc3)ccc2O[C@H]1CN(C)Cc1ccc2c(c1)OCO2

assay / entry,37,38,39,40,41,42
EWS-Fli block,-6,nt,40,-1,7,-6
CFTR F508del cor,-3.6,1.1,0.4,-1.7,-0.7,-1.0
FN deposition inh,nt,7,5,7,12,4
PAX8 inh HTS,-12,nt,nt,-2,1,4
DENV2 CPE,-2,-3,7,10,-2,-8
INS-1E GSIS act,21,-4,nt,16,11,13
miR122 inh,0[16.7 µM],2[16.7 µM],1,-6,nt,-9[16.7 µM]

Fetched one by one from the list above:
38	O=C(C[C@@H]1CC[C@H]2[C@@H](COC[C@@H](O)CN2Cc2nccs2)O1)NCc1ccc(Oc2ccccc2)cc1
40	O=C(O)c1ccc(CSc2nc3ccccc3[nH]2)cc1

assay / entry,38,40
EWS-Fli block,nt,-1
CFTR F508del cor,1.1,-1.7
FN deposition inh,7,7
PAX8 inh HTS,nt,-2
DENV2 CPE,-3,10
INS-1E GSIS act,-4,16
miR122 inh,2[16.7 µM],-6

In another format: entries from further up.
38. O=C(C[C@@H]1CC[C@H]2[C@@H](COC[C@@H](O)CN2Cc2nccs2)O1)NCc1ccc(Oc2ccccc2)cc1
  EWS-Fli block: nt | CFTR F508del cor: 1.1 | FN deposition inh: 7 | PAX8 inh HTS: nt | DENV2 CPE: -3 | INS-1E GSIS act: -4 | miR122 inh: 2[16.7 µM]
39. COc1ccccc1-c1cc(NC=O)c2ncc(-c3cccc(C(C)=O)c3)n2c1
  EWS-Fli block: 40 | CFTR F508del cor: 0.4 | FN deposition inh: 5 | PAX8 inh HTS: nt | DENV2 CPE: 7 | INS-1E GSIS act: nt | miR122 inh: 1

(list continues)
43	CC(C)c1nc(SCC(=O)Nc2cccc(C(=O)O)c2)c2c3c(sc2n1)CCCC3
44	O=C(NCc1ccc(F)cc1)C1(c2cccs2)CCOCC1
45	CCc1cc2c(=O)c(-c3nc4ccccc4n3C)coc2c(CN2CCOCC2)c1O
46	CCN(CC)CCCNC(=O)c1cc2c(=O)n(CC)c3ccccc3c2s1
47	C=C[C@H]1[C@H](O[C@@H]2O[C@H](CO)[C@@H](O)[C@H](O)[C@H]2O)OC=C2C(=O)OCC[C@]21O
48	O=C(C[C@@H]1C[C@H]2c3cc(NC(=O)C4CCC4)ccc3O[C@H]2[C@H](CO)O1)NCc1ccccc1F

assay / entry,43,44,45,46,47,48
EWS-Fli block,5,-1,5,28,-6,4
CFTR F508del cor,2.1,-2.2,0.9,-0.1,-1.1,3.7
FN deposition inh,-1,3,-5,5,-12,-2
PAX8 inh HTS,-5,123*,1,-19,-14,37
DENV2 CPE,2,-4,1,2,-8,0
INS-1E GSIS act,-13,-2,-3,nt,20,3
miR122 inh,1,-11,nt,nt,nt,1[16.7 µM]

49	COCCNC(=O)[C@@H]1[C@@H](CO)[C@@H]2Cn3c(ccc(-c4ccccc4F)c3=O)[C@@H]2N1C(=O)C1CCC1
50	CCn1c(Cc2ccccc2)nnc1SCC(=O)OC(C)C
51	C[C@@H]1CN([C@@H](C)CO)S(=O)(=O)c2ccc(-c3ccc(F)cc3)cc2O[C@@H]1CN(C)C(=O)C1CCOCC1
52	CCCCNC(=O)c1onc(CSc2cccc3ccccc23)c1C(=O)O
53	CC1CCCN(Cc2csc(N)n2)C1 (centres undefined)
54	COc1ccc(S(=O)(=O)N(C)C)cc1NCC(=O)Nc1ccc(F)cc1F
55	C[C@H]1CCCCO[C@@H](CN(C)C(=O)Nc2cccc3ccccc23)[C@@H](C)CN([C@@H](C)CO)C(=O)c2cc(NS(=O)(=O)c3ccc(Cl)cc3)ccc2O1
56	C[C@@H]1CN([C@@H](C)CO)C(=O)c2cc(NC(=O)NC3CCCCC3)ccc2O[C@H]1CN(C)C(=O)Nc1ccc(F)cc1
57	NC(=O)c1ccsc1NC(=O)COC(=O)CSc1ccc(Cl)cc1

assay / entry,49,50,51,52,53,54,55,56,57
EWS-Fli block,-9,0,2,-6,-1,nt,9,5,0
CFTR F508del cor,0.3,-1.4,-0.1,2.2,0.9,nt,1.5,-2.8,-0.5
FN deposition inh,nt,nt,-5,-2,nt,4,0,13,-9
PAX8 inh HTS,-8,nt,nt,-10,0,3,72*,-16,6
DENV2 CPE,-6,nt,3,?,3,nt,0,1,1
INS-1E GSIS act,8,3,-10,3,10,3,6,12,-22
miR122 inh,nt,-2,-16[16.7 µM],10,-2,nt,-7[16.7 µM],-5[16.7 µM],0

An unsorted share of the library. Share with any hit: about 3.9%.
